# Assay outcomes from PubChem BioAssay.
# IP6K1 inh: inhibitors of human IP6K1. IP6K1 kinase, ADP-Glo luminescence, 2 h; hits give low values. activity change, % (series mostly up to about 58 µM). 140,000 compounds, 0.81% hits; in the data active = activity change below about -25%
# Target sequence (Q92551 whole entry, looked up): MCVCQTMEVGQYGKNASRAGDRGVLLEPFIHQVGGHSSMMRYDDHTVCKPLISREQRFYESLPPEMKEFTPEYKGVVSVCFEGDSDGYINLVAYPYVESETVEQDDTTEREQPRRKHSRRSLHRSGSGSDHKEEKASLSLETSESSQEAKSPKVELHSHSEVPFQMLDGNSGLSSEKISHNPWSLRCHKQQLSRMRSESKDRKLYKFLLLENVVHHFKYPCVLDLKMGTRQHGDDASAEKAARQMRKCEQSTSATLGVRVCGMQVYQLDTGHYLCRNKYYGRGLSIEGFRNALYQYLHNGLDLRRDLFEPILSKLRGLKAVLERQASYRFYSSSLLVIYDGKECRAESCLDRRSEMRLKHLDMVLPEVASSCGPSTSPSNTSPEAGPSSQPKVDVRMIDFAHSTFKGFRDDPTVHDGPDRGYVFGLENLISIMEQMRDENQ
#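 ADP-Glo luminescence measures ADP made by human IP6K1 during a 2 h RT reaction with ATP/IP6 (mix at 1.3 mM/130 uM); top library doses 57.5 and 19.1 uM final.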
# FLuc inh: inhibitors of firefly (Photinus pyralis) luciferase. Potency, µM (top dose mostly 115 µM), for the others: at the highest dose activity change, negative = inhibition, hits mostly inhibitors. AID 1347043. purified P. pyralis luciferase, luminescence, biochemical. P08659. 76,000 compounds, 2.5% hits; note: potency is the fitted concentration of half-maximal effect; nearly all actives have a fitted effect of over 65% in size
# Target sequence (P08659 whole entry, looked up): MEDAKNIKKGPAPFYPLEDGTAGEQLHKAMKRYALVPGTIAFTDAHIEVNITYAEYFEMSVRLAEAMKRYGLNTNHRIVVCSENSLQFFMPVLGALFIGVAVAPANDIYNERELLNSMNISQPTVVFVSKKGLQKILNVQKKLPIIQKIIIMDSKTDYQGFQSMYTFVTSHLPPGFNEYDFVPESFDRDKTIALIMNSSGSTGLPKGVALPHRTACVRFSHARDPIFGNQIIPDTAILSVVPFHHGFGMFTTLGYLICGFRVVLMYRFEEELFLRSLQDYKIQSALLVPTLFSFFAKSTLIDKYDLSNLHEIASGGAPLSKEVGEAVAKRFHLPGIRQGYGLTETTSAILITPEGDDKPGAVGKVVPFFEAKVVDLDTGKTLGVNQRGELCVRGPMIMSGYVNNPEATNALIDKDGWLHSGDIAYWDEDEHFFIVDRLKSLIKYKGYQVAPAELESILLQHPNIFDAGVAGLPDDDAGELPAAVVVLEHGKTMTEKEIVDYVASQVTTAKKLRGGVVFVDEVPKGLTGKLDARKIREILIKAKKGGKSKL
#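 Cell-free enzyme assay, 10nM P. pyralis luciferase, luciferin and ATP each at 10uM. Inhibition profiled over a 6-point titration, read as luminescence.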
# HEK293 viab: reduces viability of HEK-293 SNCA reporter cells | HEK-293-SNCA-luc viability, GF-AFC fluorescence, 24 h | Potency, µM (highest dose often 57.1 µM), for the others: at the top dose activity change, negative = cytotoxicity, usual class: cytotoxic | 150,000 compounds, 0.12% hits | AID 1671193;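 note: potency is the fitted concentration of half-maximal effect; 0% = DMSO-treated cells and -100% = medium-only wells without cells; nearly all actives have a fitted effect of over 30% in size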
#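 HEK-293-SNCA-luc cells (1500/well) plated 24 h, then exposed 24 h to a dilution series; GF-AFC added 30 min at 37C, fluorescence 405/540 nm; normalised to medium-only and DMSO wells, Hill fit.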
# GPT2 inh: GPT2 alanine aminotransferase inhibition; 100,000 compounds, 0.25% hits; AID 1671188; Potency, µM (top dose mostly 57.7 µM), for inactives: at the top dose activity change, negative = inhibition, usual class: inhibitors; Recombinant GPT2, coupled pyruvate oxidase/HRP Amplex Red fluorescence; Q8TD30; note: potency is the fitted concentration of half-maximal effect; nearly all actives have a fitted effect of over 60% in size; many of its hits are not listed in these tables
#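 Fluorescence of coupled pyruvate oxidase/HRP/Amplex Red system (50uM Amplex, 30 min, dark) reports pyruvate formed by GPT2. Enzyme reaction: 10ng/uL GPT2, 2mM L-alanine, 250uM a-KG, 30 min room temperature, pH 7.5; 50uM AOA control.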
# HEK293 tox: HEK 293 cell cytotoxicity. 94,000 compounds, 6.6% hits. HEK 293 viability, ATP luminescence (CellTiter-Glo), 48-72 h. Potency, µM (series often up to 115 µM), for inactives: at the top dose activity change, negative = cytotoxicity, most hits filed as inhibitors; note: potency is the fitted concentration of half-maximal effect; nearly all actives have a fitted effect of over 60% in size
#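 CellTiter-Glo luminescence (cellular ATP) was read after 48 or 72 hr of compound exposure at 37 degree Celsius. Cells were HEK 293 plated at 250 cells/well.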
# 3T3 cytotox: NIH 3T3 cell cytotoxicity; 94,000 compounds, 4.3% hits; NIH 3T3 viability, CellTiter-Glo ATP luminescence, 48-72 h; AID 1345082; Potency, µM (titrated, usually from 96.7 µM), for inactives: at the highest dose activity change, negative = cytotoxicity, actives largely listed as inhibitors; note: potency is the fitted concentration of half-maximal effect; nearly all actives have a fitted effect of over 55% in size
#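 ATP-dependent luminescence (CellTiter-Glo) served as the viability signal for NIH 3T3 cells treated with compound for 48 or 72 hr at 37 °C.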
# SNCA expr inh: inhibitors of alpha-synuclein (SNCA) gene expression. HEK-293 SNCA-luciferase knock-in, luminescence, 24 h. Potency, µM (doses to about 57.2 µM), for the others: at the top dose activity change, negative = inhibition, hits mostly inhibitors. 140,000 compounds, 0.17% hits. AID 1671194;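 note: potency is the fitted concentration of half-maximal effect; plate controls were DMSO cells for no effect and cell-free wells for full effect; nearly all actives have a fitted effect of over 45% in size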
# Numbers without * were called inactive; i = inactive; ? = inconclusive; nt = not tested or not shown; [ ] = dose if it differs, or a comment. Unless noted, calls come from the whole dose curve; as a rule, active = well fitted curve in the direction sought with a large enough effect; inconclusive = small, poorly fitted or top-dose-only effect, or another doubt; inactive = no such curve, though single readings can be large; an effect the other way counts as inactive or inconclusive. Unless noted, % is set by controls: 0 for no effect and ±100 for the full control effect.
SMILES,IP6K1 inh,FLuc inh,HEK293 viab,GPT2 inh,HEK293 tox,3T3 cytotox,SNCA expr inh
COC(=O)CNC(=O)C1CCCN1c1nccc(Nc2ccccc2F)n1 (configuration not stated),1,nt,-14%[12.5 µM],i,-21%,-28%,?
COc1cccc(C2C(C(=O)Nc3ccccc3OC)=C(C)Nc3nc(-c4ccco4)nn32)c1 (configuration not stated),-4,nt,?,nt,nt,nt,20%
CCOc1ccc(C(=O)N2CC(c3nnc(C(C)C)o3)C3(CCOCC3)C2)cc1OCC (configuration not stated),-8,-6%,10%,i,-4%,-12%,27%
Cc1cc(C(F)(F)F)nn1CC(=O)NCC(=O)N1CCCCCNC(=O)CC1c1ccccc1 (configuration not stated),1,-6%,-3%,-14%,-4%,3%,-15%
O=C(NC1CCN(c2nc3ncccc3o2)CC1)c1ccccc1,-3,5%[172 µM],-15%[87.6 µM],3%[88.5 µM],-10%[172 µM],?,5%[87.6 µM]
COCCNC(=O)c1cc(-c2ccccc2F)nc2c1cnn2C,-10,nt,nt,nt,-7%[172 µM],?,nt
O=C1CCCCC(CNC(=O)c2cn[nH]c2-c2ccccc2)N1 (configuration not stated),-22,4%,-7%,0%,2%,-3%,31%[activator]
CCCC(O)CN1CCC(=O)N(CC(C)(C)C)Cc2cc3c(cc21)OCO3 (configuration not stated),-5,nt,nt,nt,?,?,nt
Cc1ccc(CN2C(=O)[C@@H]3C[C@@H](O)CN3C3(CN(Cc4cccnc4)C3)C2=O)o1,-10,-13%[172 µM],4%[87.6 µM],i,2%[172 µM],-24%[174 µM],-13%[87.6 µM]
NC(=O)c1cc[nH]c1C1CCCN(C(=O)c2ccc3ccccc3n2)C1 (configuration not stated),9,-11%,2%[12.5 µM],-15%,5%,-5%,7%
COc1cncc(Nc2ncc(-c3cccnc3)c3c2OCC3)c1,-20,-22%[172 µM],5%[87.6 µM],i,?,?,109%[activator][87.6 µM]
CC(C)N1C[C@H](C(=O)N2CCC(Cc3ccccc3)CC2)[C@H](C(=O)O)C1,17,-1%,3%,i,i,-4%,-12%

# Quoted at random: 4 compounds from above
SMILES,IP6K1 inh,FLuc inh,HEK293 viab,GPT2 inh,HEK293 tox,3T3 cytotox,SNCA expr inh
COC(=O)CNC(=O)C1CCCN1c1nccc(Nc2ccccc2F)n1 (configuration not stated),1,nt,-14%[12.5 µM],i,-21%,-28%,?
CCCC(O)CN1CCC(=O)N(CC(C)(C)C)Cc2cc3c(cc21)OCO3 (configuration not stated),-5,nt,nt,nt,?,?,nt
Cc1ccc(CN2C(=O)[C@@H]3C[C@@H](O)CN3C3(CN(Cc4cccnc4)C3)C2=O)o1,-10,-13%[172 µM],4%[87.6 µM],i,2%[172 µM],-24%[174 µM],-13%[87.6 µM]
Cc1cc(C(F)(F)F)nn1CC(=O)NCC(=O)N1CCCCCNC(=O)CC1c1ccccc1 (configuration not stated),1,-6%,-3%,-14%,-4%,3%,-15%

# (listing goes on)
SMILES,IP6K1 inh,FLuc inh,HEK293 viab,GPT2 inh,HEK293 tox,3T3 cytotox,SNCA expr inh
CNC(=O)[C@H]1C[C@H](Oc2cccnc2)CN1C(=O)NCc1ccccc1,-3,-9%,-7%,-3%,-12%,-10%,-15%
CCOc1ccc(Br)cc1C1C(C(=O)OC)=C(C)NC2=C1C(=O)c1ccccc12 (configuration not stated),-18,nt,-3%,nt,nt,nt,-4%
CCOc1cccc(CNC(=O)c2cc3n(n2)CC(c2ccc(Cl)cc2)OC3)c1 (configuration not stated),1,-8%,-1%,5%,?,?,?
CCCC(=O)Nc1cccc(-c2cn3cccnc3n2)c1,0,nt,-1%,nt,nt,nt,45%[activator]
COc1ccc(C(=O)NC[C@H]2O[C@@H](CC(=O)N3CCN(c4ccccc4)CC3)[C@H](O)[C@@H]2O)cc1,-13,16%,4%,-25%,-4%,i,10%
Cc1cn2nc(C(=O)N3CCC(C(N)=O)CC3)cc2c(N2CCCC2)n1,0,2%,1%,i,1%,1%,3%
CCc1nc(-c2c3n(c(=O)n(CC(=O)Nc4ccccc4C)c2=O)CCCCC3)no1,8,-1%,5%,i,9%,3%,?
O=C1CCN(C(=O)c2cccs2)CCCC(C(=O)N2CCN(c3ccccn3)CC2)CCN1 (configuration not stated),1,8%,-4%,i,-15%,-11%,29%
Cc1nc(N)nc(C)c1CC(=O)N1CC[C@@H](NC(=O)c2cccnc2)[C@H](O)C1,23,0%,0%,-1%,i,-1%,-21%
COc1cccc(-c2cc(C(=O)NCc3ccc(C(F)(F)F)cc3)c3cnn(C)c3n2)c1,-15,nt,nt,nt,-8%,-11%,nt
Cc1cc(C(F)(F)F)nc(CCNC(=O)c2cn(CCCc3ccccc3)nn2)n1,14,1%,-12%,?,-17%,-16%,?
CN1CCN(C(=O)c2ccc3nnc(-c4cc(C(F)(F)F)cc(C(F)(F)F)c4)n3c2)CC1,5,nt,1%,-3%,i,-11%,-13%
Cc1cccc2sc(N(Cc3cccnc3)C(=O)Cc3ccccc3)nc12,-2,nt,-8%,nt,nt,nt,6%
O=C(NC[C@H]1O[C@@H](CC(=O)N2CCN(c3ccc(F)cc3)CC2)[C@H](O)[C@@H]1O)c1ccc(F)c(Cl)c1,-6,12%,2%,2%,-25%,-20%,-10%
CC(C(=O)NCc1ccccc1)N1C(=O)COc2ccc(C(=O)COc3ccc(Cl)cc3)cc21 (configuration not stated),-1,-4%,0%,-4%,89µM*,?,2%
CCOC(=O)c1c(-c2ccccc2)oc2ccc(N(C(C)=O)S(=O)(=O)c3ccc(CC)cc3)cc12,-6,nt,9%,nt,nt,nt,9%
COc1ccc(-n2c(=O)c3c(n2Cc2ccccc2)CN(C(=O)CNC(C)=O)CC3)cc1,12,-14%,-6%,i,-13%,?,?
COC(=O)[C@H](NC(=O)[C@@]1(O)C[C@@H](O)[C@H](O)[C@@H](NC(=O)Nc2ccc(OC(F)(F)F)cc2)C1)C(C)C,6,4%,-10%,0%,2%,0%,-8%
Cc1csc(NC(=O)[C@@H]2CCC[C@@H](NC(=O)c3ccccc3)CN(C)C(=O)C2)n1,-3,-4%[172 µM],-10%[87.6 µM],-1%[88.5 µM],-20%[172 µM],-22%[174 µM],7%[87.6 µM]
CCOC(=O)CNC(=O)N1CCN(S(=O)(=O)c2ccc3c(ccn3C)c2)CC1,15,nt,-1%,nt,nt,nt,?
O=C(CCCN1C(=O)COc2ccc(C(=O)COc3cccc(Cl)c3)cc21)NCC1CC1,-6,-5%,1%,i,?,-12%,6%
O=C(N1CCOCC1)C1(CCO)CC12CCOCC2 (configuration not stated),2,4%,7%,i,-18%,-3%,20%
Cc1ccc(C(=O)N2CCCn3cc(-c4cccc(C#N)c4)nc32)cn1,14,-13%,-9%,1%,?,-14%,31%[activator]
CN(C)C[C@@H]1CN(Cc2ccccc2)C[C@H]1NS(=O)(=O)c1cccnc1,7,4%,-7%,0%,i,-7%,-7%
CC1CCCN(C(=O)Cn2ccn3nc(-c4ccccc4)c(CO)c3c2=O)C1 (configuration not stated),3,-9%,-16%,-8%,-7%,-9%,-17%
CN1C(=O)C2(SCC(=O)N2c2cccc(C(F)(F)F)c2)c2ccccc21 (configuration not stated),12,nt,8%,nt,nt,nt,-7%
CNC(=O)C1CCN(Cc2cc3ccccc3n2Cc2ccccc2C)CC1,-1,nt,-22%,nt,nt,nt,?
Cc1cc(C)cc(NC(=O)N2CCCC(c3noc(COc4ccccc4)n3)C2)c1 (configuration not stated),42,?,-2%[12.5 µM],-16%,?,?,1%
COc1cc(NC(=O)c2ccccc2)ccc1NC(=O)c1cc2ccccc2o1,2,nt,-2%,nt,nt,nt,2%
Clc1ccc(C2Cn3nnc(-c4nc(-c5cccc(Br)c5)no4)c3CO2)cc1 (configuration not stated),0,-5%,?,i,10%,-7%,25%
O=C(C1CCCC1)N1CCC2(CC1)N(Cc1cccc(F)c1)C(=O)CS2=O (configuration not stated),-6,2%,-13%,3%,-23%,-17%,-3%
Cc1cc(C)c(CNC(=O)c2cccc(CCC(C)(C)O)c2)cn1,-1,0%,-2%,3%,-19%,-11%,-1%
CN(Cc1ccc2nonc2c1)C(C(=O)O)c1ccc(-c2ccn[nH]2)cc1 (configuration not stated),6,-3%,-7%,4%,1%,3%,-8%
O=C(NCc1noc2ccccc12)Nc1ccc(F)cc1F,31,nt,15%,nt,nt,nt,52%[activator]
O=C(Cn1nc(-c2ccccc2)c2c(c1=O)CCCC2)Nc1ccc(F)c(Cl)c1,18,nt,-9%,nt,nt,nt,?
O=c1c2nc(-c3ccncc3)ccc2ncn1-c1ccccc1,16,5%[172 µM],2%[87.6 µM],i,-3%[172 µM],?,11%[87.6 µM]

# Structural class, the entries above with bromine (two)
SMILES,IP6K1 inh,FLuc inh,HEK293 viab,GPT2 inh,HEK293 tox,3T3 cytotox,SNCA expr inh
CCOc1ccc(Br)cc1C1C(C(=O)OC)=C(C)NC2=C1C(=O)c1ccccc12 (configuration not stated),-18,nt,-3%,nt,nt,nt,-4%
Clc1ccc(C2Cn3nnc(-c4nc(-c5cccc(Br)c5)no4)c3CO2)cc1 (configuration not stated),0,-5%,?,i,10%,-7%,25%

# Other structures.
SMILES,IP6K1 inh,FLuc inh,HEK293 viab,GPT2 inh,HEK293 tox,3T3 cytotox,SNCA expr inh
N[C@@H]1CCN(C(=O)c2ccccc2OC(F)(F)C(F)F)C[C@H]1O,3,-6%,1%,-6%,-30%,-3%,-3%
COc1ccc2cc(-c3nnc(Nc4ccccc4)s3)c(=O)oc2c1,8,nt,-19%,nt,nt,nt,5%
CC(O)C(C)n1ncn(-c2ccc(N3CCN(c4ccc(OCC5COC(Cn6cncn6)(c6ccc(Cl)cc6Cl)O5)cc4)CC3)cc2)c1=O (configuration not stated),-6,nt,?,-22%,nt,nt,nt
O=C(c1ccccc1Cl)N1CCc2nc(C3CC3)nc(-c3ccc(O)cc3)c2CC1,4,2%,1%,3%,-24%,-4%,-9%
COc1ccc(C)cc1NC(=O)c1cc(S(=O)(=O)N2CCC(C)CC2)cn1C,1,nt,5%,nt,nt,nt,21%
Cc1cc(C)c(NC(=O)Cn2ccn3nc4c(c3c2=O)CCCC4)c(C)c1,1,-11%,4%,-1%,?,?,-7%
Cc1ccc(NC(=O)Cn2cc(C(=O)c3ccco3)c3ccccc32)cc1C,3,nt,?,nt,nt,nt,-29%
CC(=O)c1ccc(NC(=O)N[C@H]2C[C@@](O)(C(=O)N[C@H](CC(C)C)C(N)=O)C[C@@H](O)[C@@H]2O)cc1,4,-3%,4%,0%,-1%,-7%,-12%
CN[C@H]1CCc2cc(OC)c(OC)c(OC)c2-c2ccc(OC)c(=O)cc21,nt,nt,-29%,i,nt,nt,11%
Cc1c(CC(=O)NCC(F)(F)F)c2c(n1Cc1ccccc1F)CCCC2=O,12,5%,1%,-3%,-25%,-23%,?
CCn1ncc(CN2C[C@@H](CO)[C@H](NC(=O)c3ccccc3)C2)c1C,5,7%,1%,i,-8%,-15%,-2%
